NSD2 inh: NSD2 (human) methyltransferase inhibition; NSD2 peptide methylation, AlphaScreen, 120 min; AID 743445; inhibition, % at 12.5 µM; 310,000 compounds, 0.54% hits; in the data active means inhibition above about 50%
V-ATPase pH: regulators of yeast V-ATPase proton transport | 350,000 compounds, 0.37% hits | S. cerevisiae, pHLuorin cytosolic pH fluorescence | response, % at 10 µM | AID 504577; in the data active means response mostly above about 7.3%, no sharp cut-off; inactive means mostly below about 5.4%; further: actives read high; inactives centre near 0; some compounds called inactive have numbers as strong as hits
DAGLB inh: diacylglycerol lipase beta (human) inhibition | Q8NCG7 | HEK293T DAGLB membrane lysate, EnzChek fluorogenic substrate | inhibition, % at 5.17 µM | 340,000 compounds, 0.059% hits; in the data active means inhibition above about 34%;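 further: 0% = enzyme with vehicle and 100% = wells lacking enzyme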
DSG3 Ab inh: inhibitors of pemphigus antibody binding to human desmoglein-3 | DSG3-coupled beads, scFv-anti-DSG3-GFP binding, flow cytometry; active compounds read low | P32926 | binding (percent of control), % at 10 µM | 310,000 compounds, 0.48% hits;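 active means binding more than 3 SD below its plate's average and above zero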;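 further: hits lower antibody fragment binding to DSG3; some compounds called inactive have numbers as strong as hits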
Target sequence (P32926 whole entry, looked up, the tested form may be a part): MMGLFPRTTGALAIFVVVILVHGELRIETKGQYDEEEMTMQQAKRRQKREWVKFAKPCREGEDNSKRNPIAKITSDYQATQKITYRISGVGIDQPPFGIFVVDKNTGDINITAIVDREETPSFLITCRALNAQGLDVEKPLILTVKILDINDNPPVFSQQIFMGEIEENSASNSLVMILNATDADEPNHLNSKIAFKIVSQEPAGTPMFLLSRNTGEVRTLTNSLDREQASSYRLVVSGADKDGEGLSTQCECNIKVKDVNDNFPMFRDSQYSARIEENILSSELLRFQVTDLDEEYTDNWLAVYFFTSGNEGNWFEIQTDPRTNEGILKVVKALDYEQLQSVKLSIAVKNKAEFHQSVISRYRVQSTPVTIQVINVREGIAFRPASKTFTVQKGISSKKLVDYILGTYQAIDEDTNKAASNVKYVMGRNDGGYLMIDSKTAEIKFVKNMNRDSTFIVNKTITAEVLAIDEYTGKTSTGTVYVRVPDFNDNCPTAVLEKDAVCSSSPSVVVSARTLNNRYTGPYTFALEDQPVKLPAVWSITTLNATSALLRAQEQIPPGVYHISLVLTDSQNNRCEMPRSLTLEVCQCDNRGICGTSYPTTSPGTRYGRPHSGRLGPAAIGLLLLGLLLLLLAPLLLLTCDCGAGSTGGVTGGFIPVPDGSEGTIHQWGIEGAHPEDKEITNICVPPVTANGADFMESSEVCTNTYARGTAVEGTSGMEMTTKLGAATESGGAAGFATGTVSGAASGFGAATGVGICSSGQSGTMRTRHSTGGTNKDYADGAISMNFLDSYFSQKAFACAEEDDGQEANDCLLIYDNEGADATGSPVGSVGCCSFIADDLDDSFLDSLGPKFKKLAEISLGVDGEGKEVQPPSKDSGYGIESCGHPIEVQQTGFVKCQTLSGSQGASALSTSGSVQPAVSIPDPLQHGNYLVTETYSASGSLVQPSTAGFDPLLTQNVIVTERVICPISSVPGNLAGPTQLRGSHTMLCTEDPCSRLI
Cardiac RTF inh: cardiac RTF calcium desensitization; 340,000 compounds, 0.12% hits; inhibition, % at 7.15 µM; IANBD-labeled cardiac RTF, Ca2+ fluorescence;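 active means inhibition above the mean inhibition of all tested compounds plus 3 SD, cut at about 17% in these data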;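 further: assay run at fixed EC70 calcium of 1.6 mM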
CAL PDZ FP-1: inhibitors of human CAL PDZ peptide binding. Q9HD26. purified CAL PDZ, TMR-peptide fluorescence polarization, 1 h. inhibition, % at 20 µM. 330,000 compounds, 0.02% hits. AID 504414;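 active means highest replicate inhibition of at least 40%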;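 further: plate controls were DMSO neutral control wells for no effect and unlabeled competitor peptide control wells for full effect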
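Test system: tagged CAL PDZ domain / Buffer or medium: sodium phosphate/NaCl buffer pH 7.4 with TCEP, IgG, Thesit / Reagent: TMR-labelled reporter peptide T*-PRC34 bound in PDZ groove / Compound dosing: single point, 20 µM / Schedule: 1 h incubation at room temperature before polarization reading / Technique: fluorescence polarization (mP) / Benchmarks: unlabelled peptide, DMSO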
Keap1 Nrf2 FP: disrupts human Keap1 binding to Nrf2 peptide. Q14145. Keap1 Kelch-Nrf2 peptide fluorescence polarization, 1536-well. inhibition, % at 9.4 µM. 340,000 compounds, 0.15% hits. AID 504523; in the data active means inhibition above about 12%;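 further: human Keap1 Kelch domain with fluorescein labeled Nrf2 9mer peptide probe; 0% = neutral control wells and 100% = peptide positive control; higher means more block of Keap1 binding to Nrf2 peptide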
C-LANA FP: inhibitors of KSHV LANA C-terminal domain DNA binding; MBP-C-LANA/FAM-LBS DNA binding, fluorescence polarization; inhibition, % at 9 µM; 340,000 compounds, 0.078% hits;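 active means highest replicate inhibition at or above 60% at 9 µM, even if other replicates fall short; inactive means all replicates below 60% inhibition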;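 further: 0% = neutral control wells and 100% = 4 µM acridine orange control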
Arrestin-AP2 inh: inhibitors of human beta-arrestin and AP2 interaction; inhibition, % at 10 µM; 340,000 compounds, 0.31% hits; AID 504490; FITC-arrestin peptide / GST-AP2 beads, flow cytometry; AP2 beta2 appendage carries R879A mutation;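 active means inhibition above a set limit, near 3 SD of compounds lacking own fluorescence, cut at about 54% in these data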;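 further: plate controls were DMSO wells for no effect and 5 µM unlabelled arrestin peptide for full effect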
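Material – AP2 appendage R879A on GSH beads · Buffer or medium – PBS with 0.05% Tween 20 and 0.1% BSA · Probe or stimulus – fluorescein-tagged arrestin peptide at 50 nM final · Incubation – compound with beads 12 min RT, then probe 1 h RT · Detection – high-throughput flow cytometry of beads, ex 488, em 535 nm · Evaluation – percent response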
CAL PDZ FP-2: CAL PDZ (human) peptide binding inhibition; purified CAL PDZ, TMR-peptide fluorescence polarization, 1 h; 300,000 compounds, 0.92% hits; AID 602252; Q9HD26; inhibition, % at 24.9 µM;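 active means mean inhibition of at least 30% with at least half of replicates also reaching 30%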;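 further: 0% = DMSO neutral control and 100% = excess unlabeled competitor peptide PRC23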
* hit, by the source's call. A portion of the library (hit frequency here may not be typical).

`N#Cc1c(-c2ccc(Cl)cc2)n(O)c2ccccc12` gave NSD2 inh 0, V-ATPase pH -3, DAGLB inh 0, DSG3 Ab inh 93, Cardiac RTF inh -2, CAL PDZ FP-1 -1.5, Keap1 Nrf2 FP 0, C-LANA FP 1.0, Arrestin-AP2 inh -6 and CAL PDZ FP-2 1.
Screening COc1ccccc1/C=C/C=N\N1CCN(Cc2ccccc2Cl)CC1 returned NSD2 inh 2, V-ATPase pH 0, DAGLB inh -8, DSG3 Ab inh 99, Cardiac RTF inh -10, CAL PDZ FP-1 0.1, Keap1 Nrf2 FP -8, C-LANA FP -1.8, Arrestin-AP2 inh 0 and CAL PDZ FP-2 -4.
Screening Cc1ccc2[nH]c(-c3cccc(N)c3)cc2c1 returned NSD2 inh 9, V-ATPase pH 2, DAGLB inh 1, Cardiac RTF inh 0, CAL PDZ FP-1 0.6, Keap1 Nrf2 FP -5, C-LANA FP -3.2, Arrestin-AP2 inh 0 and CAL PDZ FP-2 11.
OC(COc1ccccc1)CN1CCC(Cc2ccccc2)CC1 (stereo not given) was read as NSD2 inh 3, V-ATPase pH 5, DAGLB inh -1, DSG3 Ab inh 120, Cardiac RTF inh 0, CAL PDZ FP-1 -0.4, Keap1 Nrf2 FP 2, C-LANA FP 0.7, Arrestin-AP2 inh 21 and CAL PDZ FP-2 -2.
CCOc1cc(/C=C2\SC(=O)N=C2N)ccc1O was read as NSD2 inh 5, V-ATPase pH -1, DAGLB inh 2, DSG3 Ab inh 101, Cardiac RTF inh -5, CAL PDZ FP-1 1.6, Keap1 Nrf2 FP -1, C-LANA FP -1.4, Arrestin-AP2 inh 0 and CAL PDZ FP-2 3.
`CCC(=O)c1ccc(OCC(=O)OCC(=O)Nc2ccc3c(c2)OCCO3)cc1` gave NSD2 inh -1, V-ATPase pH -4, DAGLB inh 1, DSG3 Ab inh 127, Cardiac RTF inh 5, CAL PDZ FP-1 0.1, Keap1 Nrf2 FP -4, C-LANA FP 0.7, Arrestin-AP2 inh 4 and CAL PDZ FP-2 -3.
Cc1sc2ncnc(NCCCO)c2c1C was read as V-ATPase pH -2, DAGLB inh 2, DSG3 Ab inh 99, Cardiac RTF inh -8, CAL PDZ FP-1 -0.6, Keap1 Nrf2 FP 5, C-LANA FP -0.6, Arrestin-AP2 inh 14 and CAL PDZ FP-2 -7.
`N=C1C(c2nc3ccccc3s2)=C(O)CN1NC(=O)c1ccc([N+](=O)[O-])cc1` gave NSD2 inh 1, V-ATPase pH 0, DAGLB inh 6, DSG3 Ab inh 104, Cardiac RTF inh -6, CAL PDZ FP-1 -1.0, Keap1 Nrf2 FP 2, C-LANA FP 0.4, Arrestin-AP2 inh -19 and CAL PDZ FP-2 16.
For COc1ccc(C(=O)c2coc3c2C(=O)C(=O)c2ccccc2-3)cc1 the results were NSD2 inh 1, V-ATPase pH 1, DAGLB inh 4, DSG3 Ab inh 108, Cardiac RTF inh 1, CAL PDZ FP-1 1.4, Keap1 Nrf2 FP -5, C-LANA FP 0.2 and Arrestin-AP2 inh 6.
`Cc1ccc([N+](=O)[O-])cc1N/C=C/C(=O)c1ccco1` gave V-ATPase pH 2, DAGLB inh 1, DSG3 Ab inh 99, Cardiac RTF inh -12, CAL PDZ FP-1 0.7, Keap1 Nrf2 FP 0, C-LANA FP -1.1, Arrestin-AP2 inh 0 and CAL PDZ FP-2 -5.
CCOc1ccc(S(=O)(=O)N2CCC(C(=O)NCc3ccncc3)CC2)cc1 was read as NSD2 inh 1, V-ATPase pH 3, DAGLB inh 0, DSG3 Ab inh 100, Cardiac RTF inh -4, CAL PDZ FP-1 0.3, Keap1 Nrf2 FP 2, C-LANA FP -1.9, Arrestin-AP2 inh -3 and CAL PDZ FP-2 -1.
`Cc1ccc(-c2[nH]ncc2CNCCc2cnn(-c3ccccc3)c2)cc1C` gave V-ATPase pH 0, DAGLB inh 0, DSG3 Ab inh 108, Cardiac RTF inh -15, CAL PDZ FP-1 -0.9, Keap1 Nrf2 FP -6, C-LANA FP 0.8, Arrestin-AP2 inh -8 and CAL PDZ FP-2 13.
For NC(=O)C1CCN(C(=O)CN(c2ccc3c(c2)OCCO3)S(=O)(=O)c2ccccc2)CC1 the results were NSD2 inh -1, V-ATPase pH 3, DAGLB inh 3, DSG3 Ab inh 105, Cardiac RTF inh -15, CAL PDZ FP-1 -0.2, Keap1 Nrf2 FP -3, C-LANA FP -1.0 and Arrestin-AP2 inh -12.
`CCCn1c2ccccc2c2cnn(CC(=O)NCCCN3CCCC(C)C3)c(=O)c21` (stereo not given) gave NSD2 inh 4, V-ATPase pH 1, DAGLB inh 2, DSG3 Ab inh 97, Cardiac RTF inh -13, CAL PDZ FP-1 -1.2, Keap1 Nrf2 FP 4, C-LANA FP 2.6, Arrestin-AP2 inh 0 and CAL PDZ FP-2 5.
Screening CCOC(=O)c1c(NC(=O)COC(=O)c2ccc(O)cc2)sc(C(=O)N(C)C)c1C returned NSD2 inh 2, V-ATPase pH 4, DAGLB inh -6, DSG3 Ab inh 114, Cardiac RTF inh -7, CAL PDZ FP-1 -5.3, Keap1 Nrf2 FP -3, C-LANA FP -1.3 and Arrestin-AP2 inh -3.
`O=C(NC1CCCC1)C(c1ccc(Cl)cc1)N1CCOCC1` (stereo not given) gave V-ATPase pH 0, DAGLB inh 3, DSG3 Ab inh 96, Cardiac RTF inh -8, CAL PDZ FP-1 -0.5, Keap1 Nrf2 FP 4, C-LANA FP 0.0 and Arrestin-AP2 inh 2.
CCOc1ccccc1N1CCN(C(=O)c2ccccc2OCc2c(C)noc2C)CC1 was read as NSD2 inh -7, V-ATPase pH -5, DAGLB inh 0, Cardiac RTF inh -12, CAL PDZ FP-1 -4.0, Keap1 Nrf2 FP 1, C-LANA FP -0.5, Arrestin-AP2 inh -13 and CAL PDZ FP-2 -30.
Screening CCCSc1ncnc2[nH]ncc12 returned NSD2 inh -2, V-ATPase pH -1, DAGLB inh -3, DSG3 Ab inh 90, Cardiac RTF inh 2, CAL PDZ FP-1 0.0, Keap1 Nrf2 FP -3, C-LANA FP -0.6, Arrestin-AP2 inh 33 and CAL PDZ FP-2 -2.
`Cc1ccc2c(C)c(C(=O)Nc3ccc(S(N)(=O)=O)cc3)oc2c1C` gave NSD2 inh -7, V-ATPase pH 0, DAGLB inh 0, DSG3 Ab inh 112, Cardiac RTF inh -14, CAL PDZ FP-1 0.2, Keap1 Nrf2 FP 1, C-LANA FP -1.8, Arrestin-AP2 inh -9 and CAL PDZ FP-2 -3.
For Nc1cccc(NC(=O)c2ccco2)c1 the results were NSD2 inh 2, V-ATPase pH 1, DAGLB inh 1, DSG3 Ab inh 91, Cardiac RTF inh -3, Keap1 Nrf2 FP -10, C-LANA FP -0.5, Arrestin-AP2 inh -4 and CAL PDZ FP-2 -3.

Two compounds drawn at random from the list so far, as already listed:
`CCCn1c2ccccc2c2cnn(CC(=O)NCCCN3CCCC(C)C3)c(=O)c21` (stereo not given) gave NSD2 inh 4, V-ATPase pH 1, DAGLB inh 2, DSG3 Ab inh 97, Cardiac RTF inh -13, CAL PDZ FP-1 -1.2, Keap1 Nrf2 FP 4, C-LANA FP 2.6, Arrestin-AP2 inh 0 and CAL PDZ FP-2 5.
CCOc1cc(/C=C2\SC(=O)N=C2N)ccc1O was read as NSD2 inh 5, V-ATPase pH -1, DAGLB inh 2, DSG3 Ab inh 101, Cardiac RTF inh -5, CAL PDZ FP-1 1.6, Keap1 Nrf2 FP -1, C-LANA FP -1.4, Arrestin-AP2 inh 0 and CAL PDZ FP-2 3.

Next section:
`COc1cc(/C=N/N2CCN(C3c4ccccc4-c4ccccc43)CC2)cc(OC)c1OC` gave NSD2 inh 144*, V-ATPase pH 0, DAGLB inh 1, DSG3 Ab inh 104, Cardiac RTF inh -2, CAL PDZ FP-1 -2.0, Keap1 Nrf2 FP -5, C-LANA FP -0.1, Arrestin-AP2 inh 1 and CAL PDZ FP-2 0.
CC(C)(C)c1ccc(C(=O)Nc2ccc(S(=O)(=O)Nc3cnc4ccccc4n3)cc2)cc1 was read as NSD2 inh 20, V-ATPase pH 6, DAGLB inh 14, DSG3 Ab inh 90, Cardiac RTF inh -3, CAL PDZ FP-1 -0.8, Keap1 Nrf2 FP -1, C-LANA FP -1.8, Arrestin-AP2 inh -3 and CAL PDZ FP-2 -3.
For COc1ccccc1NC(=S)NC(=O)c1ccc(Cn2cc(Br)cn2)cc1 the results were NSD2 inh 0, V-ATPase pH 2, DAGLB inh -1, DSG3 Ab inh 99, Cardiac RTF inh -6, CAL PDZ FP-1 1.6, Keap1 Nrf2 FP 0, C-LANA FP 0.4, Arrestin-AP2 inh 5 and CAL PDZ FP-2 -3.
For O=C(NCc1ccco1)c1sc(=S)n2c1[nH]c(=O)c1ccccc12 the results were NSD2 inh 11, V-ATPase pH 0, DAGLB inh 13, DSG3 Ab inh 99, Cardiac RTF inh 2, CAL PDZ FP-1 -1.8, Keap1 Nrf2 FP 5, C-LANA FP -2.1 and Arrestin-AP2 inh 2.
For Cc1ccc(CNC(=O)Cc2cn(C)c3ccccc23)cc1 the results were NSD2 inh 3, V-ATPase pH -1, DAGLB inh -5, DSG3 Ab inh 93, Cardiac RTF inh 0, CAL PDZ FP-1 -1.3, Keap1 Nrf2 FP 2, C-LANA FP 0.0, Arrestin-AP2 inh 5 and CAL PDZ FP-2 -5.
Fc1cccc(-n2ncc(-c3nnnn3-c3ccccc3)c2C(F)(F)F)c1 was read as NSD2 inh 19, V-ATPase pH -1, DAGLB inh -5, Cardiac RTF inh 4, CAL PDZ FP-1 -0.9, Keap1 Nrf2 FP 1, C-LANA FP -0.2, Arrestin-AP2 inh 25 and CAL PDZ FP-2 3.
CCC(C)c1ccccc1N1CC(C(=O)N(C)CC(=O)Nc2cccc(F)c2)CC1=O (stereo not given) was read as NSD2 inh -5, V-ATPase pH 18, DAGLB inh 2, DSG3 Ab inh 102, Cardiac RTF inh -11, CAL PDZ FP-1 -1.9, Keap1 Nrf2 FP 1, C-LANA FP -0.2, Arrestin-AP2 inh 16 and CAL PDZ FP-2 2.
For COc1cc([N+](=O)[O-])cc(/C=N/NC(=O)Cn2nc(C)cc2C)c1O the results were NSD2 inh -20, V-ATPase pH -4, DAGLB inh 2, DSG3 Ab inh 98, Cardiac RTF inh -11, CAL PDZ FP-1 -2.4, Keap1 Nrf2 FP -3, C-LANA FP -1.8, Arrestin-AP2 inh -9 and CAL PDZ FP-2 3.
Screening COc1ccc(C(=O)CSc2nnc(-c3cccnc3)n2Cc2ccco2)cc1 returned V-ATPase pH 0, DAGLB inh 2, DSG3 Ab inh 112, Cardiac RTF inh -6, CAL PDZ FP-1 -1.9, Keap1 Nrf2 FP -24, C-LANA FP 0.4, Arrestin-AP2 inh 3 and CAL PDZ FP-2 -1.
For CCOc1cc(C(=O)N2CCCC2)cc(OCC)c1OCC the results were NSD2 inh -1, V-ATPase pH -5, DAGLB inh 2, DSG3 Ab inh 96, Cardiac RTF inh 1, CAL PDZ FP-1 -0.6, Keap1 Nrf2 FP -3, C-LANA FP 0.0, Arrestin-AP2 inh 7 and CAL PDZ FP-2 3.
